# Source: PubChem
# E coli growth – reduces bacterial viability in AddAB counter-screen; E. coli V3065 growth, OD600 absorbance, 18 h; inhibition, % at 11.9 µM; 0.27% of 330,000 active; AID 449728;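 active = inhibition above the campaign's mean inhibition across all tested compounds plus 3 SD, cut at about 9.9% in these data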;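 also: uninfected addAB+ strain grown without phage in ampicillin broth; 0% = DMSO wells and 100% = ciprofloxacin 0.95 µg/ml wells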
# phage Ecoli inh – E. coli growth loss with phage present; growth absorbance; 0.26% of 360,000 active; AID 651602; inhibition, % at 11.9 µM; in the data active = inhibition above about 11%
# SUMO Mot1 rescue – inhibitors of SUMOylation pathway: yeast Mot1-301 growth rescue | S. cerevisiae Mot1-301 growth rescue, ATP luminescence, 38.5C; percent above DMSO median, 100 means doubled | growth rescue, % at 18.8 µM | 1% of 320,000 active | AID 2716;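 active = every valid replicate shows activation above 250% relative to neutral control wells; inactive = the rest, any valid replicate at or below 250%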;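 also: OY570 slx delta 5 strain wells were the positive control but not used for scaling; some compounds called inactive have numbers as strong as hits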
# Tat transport – blocks Tat-dependent protein export in E. coli | E. coli MC4100 TorA-mCherry Tat export, fluorescence | inhibition, % at 10 µM | 0.036% of 340,000 active;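 active = mean replicate inhibition at least 50% and at least half of replicates individually reaching 50%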;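 also: exported cargo escapes ClpAP degradation while cytoplasmic cargo is degraded and loses fluorescence; 0% = median of neutral control wells and 100% = median of NaSCN control wells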
# PKA-R1A activ – activates the PKA-R1A holoenzyme complex. PKA-R1A dissociation, Cy5-IP20 fluorescence polarization; scaled: DMSO 0%, 113 µM cGMP 100%. 0.083% of 340,000 active. AID 504707. activation, % at 11.4 µM. P00514+P68181;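 active = percent activation above the mean of all tested compounds plus 3 SD, cut at about 19% in these data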;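 also: higher means more PKAc released from R1A so a rise in polarization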
# CDK5 inh – CDK5/p35 (human) kinase inhibition | Q00535+Q15078 | Recombinant CDK5/p35, ADP-Glo luminescence, 60 min | inhibition, % at 10 µM | 0.01% of 330,000 active | AID 488839;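 active = highest replicate inhibition of at least 50% and at least 75% of replicates reaching 50%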;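 also: plate controls were DMSO neutral control for no effect and GW8510 at 10 µM for full effect; many of its hits are not listed in these tables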
# Target sequence (Q00535 whole entry, looked up): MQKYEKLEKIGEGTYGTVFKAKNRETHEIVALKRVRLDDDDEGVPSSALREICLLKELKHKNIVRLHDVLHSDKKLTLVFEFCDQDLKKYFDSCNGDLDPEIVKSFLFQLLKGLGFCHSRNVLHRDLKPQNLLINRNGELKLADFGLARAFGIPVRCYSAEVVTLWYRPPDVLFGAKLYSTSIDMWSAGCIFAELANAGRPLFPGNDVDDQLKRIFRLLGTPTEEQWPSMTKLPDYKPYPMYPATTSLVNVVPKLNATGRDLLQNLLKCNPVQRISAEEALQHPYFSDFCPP
# Target sequence (Q15078 whole entry, looked up): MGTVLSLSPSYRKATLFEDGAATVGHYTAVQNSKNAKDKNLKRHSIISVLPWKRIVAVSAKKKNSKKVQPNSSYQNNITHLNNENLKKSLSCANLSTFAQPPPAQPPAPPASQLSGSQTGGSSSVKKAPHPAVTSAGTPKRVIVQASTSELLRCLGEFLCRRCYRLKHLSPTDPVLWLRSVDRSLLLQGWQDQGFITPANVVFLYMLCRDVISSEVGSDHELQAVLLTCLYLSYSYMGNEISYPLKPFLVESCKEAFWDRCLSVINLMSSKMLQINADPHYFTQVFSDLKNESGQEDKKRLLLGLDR
# DAGLB inhibitor – diacylglycerol lipase beta (human) inhibition; HEK293T DAGLB membrane lysate, EnzChek fluorogenic substrate; Q8NCG7; inhibition, % at 5.17 µM; AID 504411; 0.059% of 340,000 active; in the data active = inhibition above about 34%;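 also: 0% = enzyme with vehicle and 100% = wells lacking enzyme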
# AddAB inh – less growth of phage-infected E. coli with AddAB; inhibition, % at 11.9 µM; E. coli expressing H. pylori AddAB, absorbance growth; 0.29% of 330,000 active; AID 435030; in the data active = inhibition above about 12%;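 also: 0% = vehicle wells of infected cells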
# HTR5A inv ag – counter-screen for OPRM1-OPRD1 inverse agonists: human HTR5A inverse agonism. P47898. HTR5A cell line, luminescence. inhibition, % at 9.3 µM. 0.083% of 340,000 active. AID 504634; in the data active = inhibition mostly above about 23%, no sharp cut-off; inactive = mostly below about 18%;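 also: 0% = cells with DMSO and 100% = no-cell wells with DMSO; some compounds called inactive have numbers as strong as hits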
# Target sequence (P47898 whole entry, looked up): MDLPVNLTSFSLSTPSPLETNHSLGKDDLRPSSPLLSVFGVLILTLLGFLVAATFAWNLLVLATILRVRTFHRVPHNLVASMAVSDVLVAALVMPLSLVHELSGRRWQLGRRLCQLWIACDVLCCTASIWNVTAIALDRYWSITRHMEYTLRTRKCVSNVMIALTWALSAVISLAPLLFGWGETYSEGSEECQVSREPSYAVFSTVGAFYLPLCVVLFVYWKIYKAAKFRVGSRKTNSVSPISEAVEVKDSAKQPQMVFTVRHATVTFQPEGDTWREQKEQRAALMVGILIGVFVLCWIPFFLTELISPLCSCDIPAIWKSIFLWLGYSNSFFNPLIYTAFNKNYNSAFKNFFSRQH
# PKA-R2B activ – PKA-R2B complex activation | activation, % at 11.4 µM | AID 504700 | PKA-R2B holoenzyme dissociation, Cy5-IP20 fluorescence polarization; R2B truncated from residue 108, S112A mutant; 0% DMSO only, 100% 113 µM cGMP | 0.079% of 340,000 active | P22694+P31323;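 active = activation above a cutoff set at the mean over all compounds plus 3 SD, cut at about 18% in these data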;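 also: higher means more holoenzyme dissociation and a rise in polarization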
# HTR5A ag ctr – activates human HTR5A in OPRM1-OPRD1 agonist counter-screen. P47898. HTR5A agonist assay, luminescence, cell-based. activation, % at 9.3 µM. 0.61% of 340,000 active. AID 504692; in the data active = activation mostly above about 9.5%, no sharp cut-off; inactive = mostly below about 7.6%;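 also: 0% = cells with vehicle only and 100% = reference agonist; strong numbers were not always called active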
# * = called active by the depositor; . = no result given; & = joins results of further samples; ! = a repeat was not active.
smiles	E coli growth	phage Ecoli inh	SUMO Mot1 rescue	Tat transport	PKA-R1A activ	CDK5 inh	DAGLB inhibitor	AddAB inh	HTR5A inv ag	PKA-R2B activ	HTR5A ag ctr
O=C(/C=C/C=C/c1ccccc1)CC1(O)C(=O)Nc2ccccc21 (centres undefined)	-0.8	4.7	-6	-4	-14	1.5	0	2.1	10	-13	3
Nc1ccccc1C(=O)OCC(=O)N1CCc2ccccc21	.	1.9	.	-8	-11	-3.4	-2	.	-16	-12	2
COc1ccc(C(O)c2cc(OC)ccc2OP(=O)(N(C)C)N(C)C)cc1 (centres undefined)	2.6	2.8	-7	-2	2	-0.4	3	6.0	8	-7	-3
Cc1ccccc1OCCN=Cc1c(O)n(C)c(=O)n(C)c1=O	0.9	2.5	-17	-8	-6	-1.0	-2	1.8	9	-8	7
O=C(Cc1ccc(N(CCCl)CCCl)cc1)NC(Cc1ccc(Cl)cc1)C(=O)O (centres undefined)	-0.9	-3.5	-7	-3	8	0.1	0	0.5	-12	4	3
COC(=O)C1=C(c2ccc(OC)c(OC)c2)C[C@@H]2CC[C@H]1N2C(=O)N1CCC(O)CC1	1.1	0.0	6	-11	3	2.6	3	-0.4	-9	-9	0
COC(=O)C1=C(c2ccc(F)cc2OCc2ccccc2)C[C@@H]2CC[C@H]1N2C(=O)NCc1ccc(Cl)cc1	-1.4	1.1	-2	6	-2	0.1	-13	1.3	-1	-3	0
OC1(c2ccc(F)cc2)CC2CCC(C1)N2Cc1nnnn1C1CCCC1 (centres undefined)	-0.9	-4.2	-25	0	0	1.9	0	0.8	5	7	-2
CCCC(C)C1(CC)C(=O)NC(=Nc2ccccc2)NC1=O (centres undefined)	-2.2	2.0	-3	-6	-4	-0.8	-3	-1.7	-21	0	-3
O=C1CCCC2=C1C(c1cccnc1)Nc1ccccc1N2 (centres undefined)	1.9	0.3	114	-1	-4	2.0	1	-0.7	-18	-7	14
CN(C)CCN(CC1CCCN(Cc2ccccc2F)C1)C(=O)Cc1ccc(F)c(F)c1 (centres undefined)	-2.9	2.3	-19	9	1	1.0	0	1.1	1	0	0
Cc1cc(O)c(CN2CC=C(c3ccccc3)CC2)cc1C(C)C	0.6	2.9	10	4	2	0.1	-12	3.4	-34	9	12
Cc1c(C(=O)c2cccc3ccccc23)c2cccc3c2n1[C@H](CN1CCOCC1)CO3	-1.8	2.6	-33	7	1	0.5	-3	-2.1	3	-5	-4
N[C@@H](Cc1c[nH]c2ccccc12)c1nnc(SCc2ccccc2)o1	-1.1	1.6	-26	2	6	-0.4	4	0.7	-11	3	0
O=C(N[C@H]1CP(=O)(Oc2ccccc2)O[C@H](COCc2ccccc2)[C@H]1O)C(Cl)(Cl)Cl (some centres undefined)	-2.0	3.3	-20	25	-10	0.3	-2	3.1	6	-5	3
CC(C)CC12CN3CCN(CC(C3)C1O)C2 (centres undefined)	1.9	3.4	77	3	-1	-0.8	1	1.2	3	-10	-1
O=P(Oc1ccccc1)(Oc1ccccc1)C(Nc1ccccc1)c1ccccc1 (centres undefined)	1.4	1.9	-1	-9	-18	-2.3	-2	1.4	-20	2	7
COC(=O)C1=C(c2ccc(S(C)(=O)=O)cc2)C[C@@H]2CC[C@H]1N2C	-3.7	3.8	13	7	-9	-1.2	-6	-2.1	-4	10	-2
CCCCn1c(=O)c(C(=O)Nc2cnccn2)c(O)c2ccccc21	-0.3	2.2	0	2	9	-0.3	0	4.1	-12	7	4
COCCCn1c(N)c(C(=O)OC(C)COC)c2nc3ccccc3nc21 (centres undefined)	0.7	0.8	-22	-18	5	0.3	-1	1.5	-33	-5	6
CN(C)Cc1ccccc1OC(=O)N(C)C	-0.4	2.7	-5	-5	-5	0.8	0	3.2	-17	-7	0
O=C(CNC(=O)c1ccc(Br)cc1)Nc1ccc(Br)cc1C(=O)c1ccccc1	0.2	4.2	-11	4	-2	-1.4	-7	5.0	7	-16	-3
Cc1ccc(S(=O)(=O)N(C)CCCC(=O)N2CCN(c3ccccn3)CC2)cc1	-0.5	3.7	-10	8	3	2.1	-3	-0.7	-23	2	1
CC1CN1P(=O)(Oc1ccc2ccccc2c1)N1CC1C (centres undefined)	.	1.2	.	-4	-5	0.9	-1	.	5	2	-1
O=c1ccc2cc3ccoc3c(O)c2o1	0.1	1.4	.	-10	-15	1.7	0	3.3	-19	-1	-7
FC(F)(F)c1ccc(NC2=NCCCS2)cc1	8.1	6.0	-17	-8	5	0.7	-4	6.7	-5	-2	1
CCOC(=O)CCCCCNC(=O)c1c(O)[nH]c(=O)[nH]c1=O	-1.3	-2.0	-8	-3	-7	1.3	-1	-0.6	-11	-4	4
Cc1ccn2nc(S(=O)(=O)Nc3c(F)cccc3F)nc2n1	0.6	-1.2	-3	3	-5	0.6	3	1.1	4	4	3
CC(C)CC(N(C)C)C1(c2ccc(Cl)cc2)CCC1 (centres undefined)	27*!	1.8&5.9	.	-6&3	-3&5	0.5&-1.0	-1&-6	37*!	12&-1	-7&-3	-5&0
c1ccc2c(c1)CC1CNCc3cccc(c31)S2 (centres undefined)	1.5	3.1	30	-5	-1	-1.0	-3	3.5	1	0	0
O=c1[nH]c(O)c(/C=C2\C=Nc3ccc(OCc4ccccc4)cc32)c(=O)[nH]1	-2.6	-2.8	-7	5	-9	3.0	2	-1.9	8	-4	2
O=C(c1ccccc1[N+](=O)[O-])N1CCC2(CC1)OCCO2	0.3	2.0	-11	1	-8	0.1	-1	-1.6	3	-3	-1
Cc1cc(C)c2c(c1)NP(=S)(c1ccccc1)N2 (centres undefined)	.	1.4	.	-1	1	0.3	-3	.	-7	-3	2
Cc1cc(/C=C2/C(=O)NC(=O)N(Cc3ccco3)C2=O)c(C)n1-c1ccc(C(=O)O)cc1	-1.1	0.0	-9	-10	11	0.5	2	0.2	-1	1	-3
Cc1cc(C)c(C)c(C(O)(C(=O)O)c2ccccc2)c1C (centres undefined)	.	2.2	.	-7	-4	0.3	-1	.	11	-9	-3
CNC(=S)N(C)CCc1cc2c(c(OC)c1/C=C1/C(=O)NC(=O)N(C)C1=O)OCO2	1.3	1.9	1	-4	1	1.3	1	3.1	-5	3	6
Cc1ccc(S(=O)(=O)NCCC(=O)Nc2ccc(Cl)cc2C(=O)c2ccccc2)cc1	2.6	0.6	-18	5	3	1.0	-2	1.9	-37	0	1
COc1cc2c(ccc3c4cc(OC)c(OC)cc4c[n+](C)c23)cc1O	.	1.0	.	8	2	0.6	-2	.	-1	-1	0
CCN(CC)Cc1c[nH]c2ccccc12	-0.1	-0.6	10	-7	-6	0.6	-2	2.2	-5	-5	2
C=CCOC(=O)C1=C(C)OC(N)=C(C#N)C12C(=O)N(CN1CCOCC1)c1ccccc12 (centres undefined)	-0.5	0.9	622	-2	-7	-0.9	-5	-0.6	19	-10	2
COc1cc(OC)c(OC)cc1CNCCc1ccc(OC)c(OC)c1	-1.8	2.1	-9	5	-3	-1.2	0	0.7	-45	-9	0
Cc1ccc(N2Cc3ccccc3C2=N)cc1[N+](=O)[O-]	0.0	5.9	-11	7	-3	0.7	0	-0.1	-1	6	0
O=C(O)CP(=O)(O)c1ccc(Cl)cc1	-0.9	-3.0	-19	11	-13	-1.7	0	-1.7	-3	4	5
CCOC(C[n+]1c(-c2ccccc2)cc(C)cc1-c1ccccc1)OCC	-4.5	3.4	-18	3	0	-0.9	1	0.8	-21	-5	7
COc1ccc(C2C(C(=O)N3CCC4(CC3)OCCO4)CC(=O)N2c2ccc(OC)cc2)cc1 (centres undefined)	0.3	.	-31	0	-5	-2.7	-1	4.8	-4	-3	1
Cc1ccc(Oc2cc(NN3CCCCC3)c([N+](=O)[O-])cc2[N+](=O)[O-])c([N+](=O)[O-])c1	0.2	1.6	4	15	-3	-0.6	0	1.6	-3	-13	12
CC1CCC(NCCc2ccc3c(c2)OCO3)CC1 (centres undefined)	-1.6	3.6	-11	-15	-2	-0.5	-2	1.3	8	-4	3
CC(=O)Nc1ccccc1C(=O)OCc1ccccc1F	-0.6	1.8	-5	-1	-15	1.0	-4	2.5	8	-8	-3
CC(=O)N(C)CC#CCN1CCC(O)CC1	0.5	0.2	-6	-6	0	-0.4	-3	4.6	-11	-6	1
O=C1NC(=O)C(=Cc2ccccc2[N+](=O)[O-])C(=O)N1	.	2.9	.	2	-12	-0.2	2	.	1	-5	0
Nc1cc(N2CCNCC2)c([N+](=O)[O-])cc1Cl	0.3	3.3	39	-3	6	-2.6	3	2.7	19	-1	-1
Cc1ccc2cc(C=C(C#N)C#N)c(Cl)nc2c1	3.6	1.6	266	6	-1	1.0	1	1.7	10	6	5
CC(=NCCN1CCOCC1)c1c(O)n(-c2ccccc2C)c(=O)[nH]c1=O	-1.7	3.3	1	-5	1	0.3	1	-0.2	-6	-3	3
COc1ccc(N2C(=O)/C(=C/c3ccc(C)o3)C(=O)NC2=S)c(OC)c1	2.5	-1.6	-12	-4	-6	-3.8	1	-0.9	-12	-3	1
CCC(=NCCC(c1ccccc1)c1ccccc1)c1c(O)n(C)c(=O)n(C)c1=O	1.4	2.4	4	-2	-6	3.3	-1	6.0	28	1	3
Cc1cc(C)n2c(Br)c(CN3CC4CC(C3)c3cccc(=O)n3C4)nc2n1 (centres undefined)	1.9	3.5	7	1	-7	-1.3	2	0.5	-31	-3	10

# Following part.
smiles	E coli growth	phage Ecoli inh	SUMO Mot1 rescue	Tat transport	PKA-R1A activ	CDK5 inh	DAGLB inhibitor	AddAB inh	HTR5A inv ag	PKA-R2B activ	HTR5A ag ctr
O=C(c1ccco1)c1cn(Cc2ccccc2Cl)c2ccccc12	3.1	2.5	2	7	4	-0.4	-5	0.6	4	-2	-4
CC(=Nc1c(C)n(C)n(-c2ccccc2)c1=O)c1c(O)n(Cc2ccccc2)c(=O)[nH]c1=O	3.4	-0.7	160	4	-10	2.5	0	0.7	-21	-2	8
COc1ccc(-n2c(/C=C3/C(=O)Nc4ccccc43)nc3ccccc3c2=O)cc1	1.6	2.3	-15	-9	-7	-0.1	1	0.9	4	-13	-2
COc1cc(-c2ccc(N)c(OC)c2)ccc1N	1.1	3.4	214	-2	-3	0.5	-1	1.2	-1	-3	0
C[C@@H]1CC2(CCCC[N+]2(C)C)C[C@H]1C	0.0	3.4	2	10	-3	1.4	-1	3.1	11	7	-4
CNC(=O)c1cccn(Cc2cccc(C(F)(F)F)c2)c1=O	-1.1	4.1	13	-4	0	3.7	2	2.2	4	6	-1

# A draw from above in order of SMILES length, smallest number first.
smiles	E coli growth	phage Ecoli inh	SUMO Mot1 rescue	Tat transport	PKA-R1A activ	CDK5 inh	DAGLB inhibitor	AddAB inh	HTR5A inv ag	PKA-R2B activ	HTR5A ag ctr
C[C@@H]1CC2(CCCC[N+]2(C)C)C[C@H]1C	0.0	3.4	2	10	-3	1.4	-1	3.1	11	7	-4
O=C(c1ccco1)c1cn(Cc2ccccc2Cl)c2ccccc12	3.1	2.5	2	7	4	-0.4	-5	0.6	4	-2	-4
COc1ccc(-n2c(/C=C3/C(=O)Nc4ccccc43)nc3ccccc3c2=O)cc1	1.6	2.3	-15	-9	-7	-0.1	1	0.9	4	-13	-2

# This is a subset; rates above refer to the full screens.
